ROS inducer – ROS inducers in U2OS cancer cells, primary screen, cell-based, H2DCF-DA fluorescence; hit rate 2% among 46,000; AID 624156, 2012; ROS induction (% of piperlongumine), % at 10 µM; U2OS ROS induction; in the data active = ROS induction above about 79%, passing the limit was not always enough;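 note: 0% = DMSO vehicle median and 100% = reference compound median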
Numbers without * were called inactive. Some of the compounds tested (hit frequency here may not be typical).

SMILES	ROS inducer
O=C(CSc1nnc(-c2ccc(Cl)cc2)o1)Nc1ccccc1C(F)(F)F	-5
Cc1noc(C)c1S(=O)(=O)Nc1ccc2c(c1)CC(=O)N([C@H](C)CO)C[C@@H](C)[C@@H](CN(C)C(=O)Nc1cccc3ccccc13)O2	-7
Cc1noc(C)c1NC(=O)Nc1ccc2c(c1)CC(=O)N([C@H](C)CO)C[C@H](C)[C@H](CN(C)S(=O)(=O)c1ccc(Cl)cc1)O2	-10
COc1ccc(C(=O)C(C)Oc2cccc(NC(=O)c3ccc([N+](=O)[O-])cc3)c2)cc1 (stereo not drawn)	0
COc1ccc(NC(=O)CN(C)S(=O)(=O)c2ccc(C)cc2)c([N+](=O)[O-])c1	-3
CC1=C(C#N)C(c2ccccc2)C(C#N)=C(C)N1	26
O=C(Nc1cccc(C(F)(F)F)c1)N1CCOC12CCCCC2	-4
CC(C)NC(=O)N(C)C[C@@H]1Oc2c(NS(=O)(=O)c3ccccc3)cccc2C(=O)N([C@H](C)CO)C[C@H]1C	-3
C[C@@H]1CN([C@H](C)CO)C(=O)Cc2cc(NC(=O)CCCCCC(=O)Nc3ccccc3N)ccc2O[C@@H]1CN(C)C(=O)Nc1ccccc1	6
COc1ccc(CN(C)C[C@@H]2Oc3c(NS(=O)(=O)c4ccc(OC)cc4)cccc3C(=O)N([C@@H](C)CO)C[C@H]2C)cc1	3
Cc1ccc(COc2ccc(/C=C3/C(=N)N4C=CSC4=NC3=O)cc2Br)cc1	-4
O=C(Oc1ccc(OC(=O)c2ccccc2)cc1)c1ccccc1	72
O=C(Nc1ccc(N2CCOCC2)cc1Cl)C1CCN(C(=O)OCc2ccccc2)CC1	7
C=CCn1c(=S)n(CC=C)c2ccccc21	-17
COc1ccc(S(=O)(=O)Nc2ccc3c(c2)C(=O)N([C@@H](C)CO)C[C@@H](C)[C@H](CN(C)S(=O)(=O)c2ccc(OC)cc2)O3)cc1	-7
C[C@@H]1CN([C@@H](C)CO)C(=O)c2cccc(NS(C)(=O)=O)c2O[C@@H]1CN(C)S(=O)(=O)c1cccs1	-2
C[C@H]1CN([C@@H](C)CO)C(=O)Cc2cc(NC(=O)Nc3ccc(F)cc3)ccc2O[C@@H]1CN(C)C(=O)Nc1ccc(C(F)(F)F)cc1	0
COc1ccc(C(=O)NCc2ccc3c(c2)CCO3)cc1	-8
CC(C)NC(=O)Nc1ccc2c(c1)C(=O)N([C@H](C)CO)C[C@H](C)[C@H](CN(C)S(=O)(=O)c1cccs1)OCCCC[C@@H](C)O2	-23
C[C@H]1CN([C@@H](C)CO)C(=O)c2cc(NC(=O)Cc3ccccc3)ccc2O[C@H]1CN(C)S(=O)(=O)c1ccc(F)cc1	-4
COc1ccc(CN(C)C[C@H]2Oc3ccc(NC(=O)Cn4cnnn4)cc3C(=O)N([C@@H](C)CO)C[C@@H]2C)cc1	-1
Cc1ccc(S(=O)(=O)N(CC(=O)Nc2ccc(C(N)=O)cc2)C2CCCCC2)cc1	12
C[C@H](CO)N1C[C@H](C)[C@@H](CN(C)Cc2ccc(Oc3ccccc3)cc2)Oc2ccc(NC(=O)C3CC3)cc2C1=O	47
Cc1cc(C)cc(NC(=O)CSCc2cnn(-c3ccccc3)c2-n2cccc2)c1	-8
C[C@H]1CN([C@@H](C)CO)C(=O)Cc2cc(NS(C)(=O)=O)ccc2O[C@H]1CN(C)CC1CC1	-8

(next part)
SMILES	ROS inducer
CN(Cc1nc(-c2ccccc2)cs1)C(=O)NC1(c2ccccc2)CC1	14
Cc1cc(N(CC(=O)Nc2cc(C(F)(F)F)ccc2Cl)S(C)(=O)=O)ccc1Br	10
CC(C)NC(=O)N(C)C[C@@H]1OCCCC[C@@H](C)Oc2ccc(NC(=O)Nc3ccc4c(c3)OCO4)cc2C(=O)N([C@H](C)CO)C[C@@H]1C	-4
O=C(CSc1nnnn1-c1ccccc1)Nc1cc(Cl)ccc1C(=O)O	154*
Cc1ccc(S(=O)(=O)N(C)C[C@H]2Oc3c(NC(=O)Nc4c(C)noc4C)cccc3C(=O)N([C@H](C)CO)C[C@H]2C)cc1	-13
C[C@H]1CN([C@@H](C)CO)C(=O)c2cc(NC(=O)Nc3ccccc3)ccc2O[C@@H]1CN(C)CC1CCCCC1	-1
Cc1noc(C)c1S(=O)(=O)Nc1cccc2c1O[C@@H](CN(C)C(=O)Nc1ccc(F)cc1)[C@@H](C)CN([C@H](C)CO)C2=O	-3
CC1=C[C@@H](O)[C@H]2C(C)(C)CCC[C@]2(C)[C@@]1(O)CO	-13
Cc1noc(C)c1NC(=O)N(C)C[C@H]1Oc2c(NC(=O)C3CC3)cccc2C(=O)N([C@H](C)CO)C[C@H]1C	-9
C[C@H](CO)N1C[C@H](C)[C@H](CN(C)S(=O)(=O)c2cn(C)cn2)Oc2c(NC(=O)c3ccc(-c4nccs4)cc3)cccc2C1=O	-3
Cc1nnc(SCC(=O)Nc2c(C)n(C)n(-c3ccccc3)c2=O)s1	-10
C[C@@H]1CN([C@H](C)CO)C(=O)CCCn2nncc2CO[C@H]1CN(C)S(=O)(=O)c1ccccc1F	0
COc1ccc(-c2oc3cc(OC)c(OC)c(O)c3c(=O)c2OC)cc1OC	82*
C[C@@H]1CN([C@H](C)CO)C(=O)c2cc(NS(=O)(=O)c3ccc(Cl)cc3)ccc2O[C@H]1CN(C)C(=O)Nc1ccc(C(F)(F)F)cc1	5
Cc1cc(C(=O)Nc2cccc3c2O[C@@H](CN(C)Cc2ccc(Cl)c(Cl)c2)[C@H](C)CN([C@H](C)CO)C3=O)n(C)n1	35
Cc1nc2ccc(-c3nc4ccc(NC(=O)c5cccs5)cc4[nH]3)cc2[nH]1	-11
COC(=O)c1cccc2nc3c(C(C)O)cccc3nc12 (stereo not drawn)	-12
NC(=O)CN1CCCCCC1=O	-14
COc1ccc(NC(=O)CNC(=O)c2ccc(OC)c(OC)c2)cc1Cl	-15
O=C(CSc1nnc(-c2cccnc2)n1-c1cccc(C(F)(F)F)c1)c1ccc(F)cc1	8
Cc1ccc(S(=O)(=O)N(C)C[C@H]2Oc3ccc(NS(=O)(=O)c4cn(C)cn4)cc3C(=O)N([C@H](C)CO)C[C@@H]2C)cc1	-8
CC1CCN(S(=O)(=O)c2cccc(C(=O)N(Cc3ccccc3)c3ccccn3)c2)CC1	-3
NC(Cc1ccccc1F)C(=O)O (stereo not drawn)	4
C[C@@H]1CN([C@H](C)CO)C(=O)c2cccc(NC(=O)Nc3ccccc3)c2O[C@@H]1CN(C)S(=O)(=O)c1ccccc1	3
FC(F)(F)c1cccc(NC(=S)Nc2cccnc2N2CCC(C(F)(F)F)CC2)c1	16

(listing goes on)
SMILES	ROS inducer
C[C@H]1CN([C@@H](C)CO)C(=O)c2cccc(NC(=O)CCCCCC(=O)Nc3ccccc3N)c2O[C@H]1CN(C)C(=O)Nc1cccc2ccccc12	-1
COc1ccc(OC)c(C2C(C(=O)Nc3ccccn3)=C(C)NC3=C2C(=O)CCC3)c1 (stereo not drawn)	3
N=c1nc(-c2ccccc2)ccn1O	32
N#C/C(=C\c1ccsc1)S(=O)(=O)c1ccc(C(F)(F)F)cn1	-2
O=C(Cc1cccc2ccccc12)Nc1ccc(I)cc1	-11
CC(C)CC(=O)O[C@@H]1OC=C(CO[C@@H]2O[C@H](CO)[C@@H](O)[C@H](O)[C@H]2O)[C@H]2C[C@H](O)[C@@](C)(O)[C@@H]12	-6
CC(C)(C)C(=O)CSc1nnc(-c2cnccn2)s1	1
Cc1ccc(S(=O)(=O)Nc2ccc3c(c2)CC(=O)N([C@@H](C)CO)C[C@H](C)[C@H](CN(C)S(=O)(=O)c2ccccc2)O3)cc1	5
Cc1cc(C(F)F)n2nc(C(=O)Nc3c(C)nn(Cc4ccc(Cl)cc4)c3C)nc2n1	-4
C[C@@H]1CN([C@@H](C)CO)C(=O)CCCn2cc(nn2)CO[C@H]1CN(C)S(=O)(=O)c1cn(C)cn1	-15
Cc1cc(C)c(NC(=O)CN(c2ccc(Oc3ccccc3)cc2)S(C)(=O)=O)c(C)c1	3
COc1ccc(C(=O)CSc2nnc(-c3cccc(C)c3)n2-c2ccccc2)cc1	0
C[C@@H]1CCCCO[C@@H](CN(C)C(=O)C2CCCCC2)[C@@H](C)CN([C@H](C)CO)C(=O)c2cc(NC(=O)c3ccncc3)ccc2O1	3
COc1ccc(C(=O)CC2(O)C(=O)N(CCCC#N)c3ccccc32)c(OC)c1 (stereo not drawn)	19
COc1ccc(OC)c(NC(=O)CCN2CCN(c3ccccc3F)CC2)c1	-8
O=C1c2ccccc2C(=O)N1C[C@@H]1CCCN(Cc2cccc(OCCO)c2)C1	-19
C[C@H]1CN([C@@H](C)CO)C(=O)Cc2cc(NC(=O)C3CCCCC3)ccc2O[C@H]1CN(C)Cc1ccc(-c2ccccc2)cc1	9
O=C(CSc1nc(O)cc(=O)[nH]1)Nc1cccc(C(F)(F)F)c1	-5
COc1cc(OC)c(NC(=O)COc2ccc([N+](=O)[O-])cc2)cc1Cl	-3
CC1CCC(C(C)C)C(=O)/C1=C/c1ccc(N)cc1 (stereo not drawn)	13
COc1cccc2cc(C(=O)Nc3cccc(Cn4cccn4)c3)c(=O)oc12	-2
CSC1=N/C(=C\c2ccc(Cl)cc2)C(=O)N1CCc1c[nH]c2ccccc12	73
S=c1[nH]nc(SCC2CC2)s1	-1
CC(=O)O[C@H]1C(=O)[C@@]2(C)C([C@H](OC(=O)c3ccccc3)[C@]3(O)C[C@H](OC(=O)[C@H](O)[C@@H](NC(=O)c4ccccc4)c4ccccc4)C(C)=C1C3(C)C)[C@]1(OC(C)=O)CO[C@@H]1C[C@@H]2O (stereo partly drawn)	-4
COc1ccc(NC(=O)N(C)C[C@@H]2Oc3ccc(NS(=O)(=O)c4ccc(Cl)cc4)cc3C(=O)N([C@H](C)CO)C[C@H]2C)cc1	-3

(more compounds)
SMILES	ROS inducer
Cc1noc(C)c1NC(=O)Nc1cccc2c1O[C@@H](CN(C)Cc1ccc(Oc3ccccc3)cc1)[C@H](C)CN([C@H](C)CO)C2=O	35
Cc1onc(-c2ccccc2)c1-c1ccnn1S(=O)(=O)c1ccc(Cl)cc1	12
Cc1noc(C)c1NC(=O)N(C)C[C@@H]1Oc2ccc(NC(=O)c3ccncc3)cc2CC(=O)N([C@@H](C)CO)C[C@@H]1C	-17
Cc1cc(Br)c(NC(=O)CSc2nnc(-c3ccccc3)o2)cc1C	-4
C[C@H](CO)N1C[C@H](C)[C@@H](CN(C)S(=O)(=O)c2ccc(F)cc2)Oc2c(NC(=O)Nc3ccc4c(c3)OCO4)cccc2C1=O	-6
CCCCN(C)C(=O)c1[nH]c2ccccc2c1Sc1ccc(Cl)cc1	-8
COc1ccc(S(=O)(=O)N(C)C[C@@H]2Oc3ccc(NC(=O)Cc4ccccc4)cc3CC(=O)N([C@H](C)CO)C[C@H]2C)cc1	3
C[C@H](CO)N1C[C@H](C)[C@H](CN(C)Cc2ccc3c(c2)OCO3)Oc2ccc(NC(=O)Nc3ccc4c(c3)OCO4)cc2C1=O	1
O=C(c1cccc(NS(=O)(=O)c2cccc([N+](=O)[O-])c2)c1)N1CCOCC1	-3
CC1C(=O)C(=O)[C@@H]2O[C@@H]2C1=O (stereo partly drawn)	-12
C[C@@H]1CN([C@@H](C)CO)C(=O)Cc2cc(NC(=O)C3CC3)ccc2O[C@@H]1CN(C)Cc1ccncc1	4
CNC[C@@H]1Oc2ccc(NC(=O)c3ccncc3)cc2C(=O)N([C@H](C)CO)C[C@H]1C	-5
CC/C=C/c1ccc(C)cc1/C=C/CCCC(=O)O	-13
CCc1ccc(NC(=O)c2cc3c(s2)-c2ccccc2S(=O)(=O)C3)cc1	50
Cc1ccc(NC(=O)CSc2nnc(-c3ccccc3F)n2C)cc1[N+](=O)[O-]	2
C[C@H](CO)N1C[C@H](C)[C@H](CN(C)S(C)(=O)=O)Oc2ncc(C#CCN(C)C)cc2C1=O	4
N#CC(c1ccc(O)cc1)N1CCN(C(C#N)c2ccc(O)cc2)CC1 (stereo not drawn)	-2
CCN(CC(=O)O)S(=O)(=O)c1ccc(C)cc1	-10
Cc1noc(C)c1NC(=O)Nc1cccc2c1O[C@H](CN(C)C(=O)Nc1ccccc1)[C@@H](C)CN([C@H](C)CO)C2=O	-5
N#Cc1ccccc1CSc1nnc(-c2ccco2)n1-c1ccccc1	-3
COc1cc2[nH]c(=S)n(C3CC3)c(=O)c2cc1OC	19
C[C@H](CO)N1C[C@H](C)[C@H](CN(C)S(=O)(=O)c2ccc(F)cc2)Oc2ccc(NC(=O)Nc3ccc4c(c3)OCO4)cc2C1=O	10
Cc1ccc(Nc2nc(N)nc(COc3cccc4cccnc34)n2)cc1	-2
C[C@H]1CN([C@@H](C)CO)C(=O)Cc2cc(NC(=O)Nc3ccc4c(c3)OCO4)ccc2O[C@@H]1CN(C)CC1CCCCC1	20

13 entries from above, bar-delimited.
SMILES | ROS inducer
CNC[C@@H]1Oc2ccc(NC(=O)c3ccncc3)cc2C(=O)N([C@H](C)CO)C[C@H]1C | -5
CC/C=C/c1ccc(C)cc1/C=C/CCCC(=O)O | -13
CCc1ccc(NC(=O)c2cc3c(s2)-c2ccccc2S(=O)(=O)C3)cc1 | 50
Cc1ccc(NC(=O)CSc2nnc(-c3ccccc3F)n2C)cc1[N+](=O)[O-] | 2
C[C@H](CO)N1C[C@H](C)[C@H](CN(C)S(C)(=O)=O)Oc2ncc(C#CCN(C)C)cc2C1=O | 4
N#CC(c1ccc(O)cc1)N1CCN(C(C#N)c2ccc(O)cc2)CC1 (stereo not drawn) | -2
CCN(CC(=O)O)S(=O)(=O)c1ccc(C)cc1 | -10
Cc1noc(C)c1NC(=O)Nc1cccc2c1O[C@H](CN(C)C(=O)Nc1ccccc1)[C@@H](C)CN([C@H](C)CO)C2=O | -5
N#Cc1ccccc1CSc1nnc(-c2ccco2)n1-c1ccccc1 | -3
COc1cc2[nH]c(=S)n(C3CC3)c(=O)c2cc1OC | 19
C[C@H](CO)N1C[C@H](C)[C@H](CN(C)S(=O)(=O)c2ccc(F)cc2)Oc2ccc(NC(=O)Nc3ccc4c(c3)OCO4)cc2C1=O | 10
Cc1ccc(Nc2nc(N)nc(COc3cccc4cccnc34)n2)cc1 | -2
C[C@H]1CN([C@@H](C)CO)C(=O)Cc2cc(NC(=O)Nc3ccc4c(c3)OCO4)ccc2O[C@@H]1CN(C)CC1CCCCC1 | 20

High-throughput results as filed in PubChem BioAssay.
